Screens deposited in PubChem by several laboratories.
RSV antiviral HEp-2: RSV antiviral activity via CPE protection, HEp-2 cells, primary 10 µM value included (AID 2391); HEp-2 cells, RSV-induced CPE inhibition; higher % means a stronger effect; one-dose CPE inhibition, % at 10 µM; IC50 in µM for titrated hits; actives 0.13% (n = 310,000); in the data active = a potency from the dose series; inconclusive = CPE inhibition mostly from about 23% at the one dose, without a potency; inactive = the rest, 99 in 100 with CPE inhibition below about 21%; note: strong numbers were not always called active
GPR35 antagonists: GPR35 antagonists blocking zaprinast-driven arrestin recruitment, primary screen, imaging, U2OS, beta-arrestin-GFP, zaprinast agonist (AID 2058); U2OS GPR35 beta-arrestin-GFP translocation imaging, zaprinast antagonism; higher % means a stronger effect; actives 0.052% (n = 290,000); G-protein coupled receptor 35 (Homo sapiens); inhibition, % at 10 µM, or IC50 in µM where a hit was titrated;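 active = inhibition of at least 50% with at least 30 cells and total cytoplasm GFP at most 10,000,000; inconclusive = under 30 cells or total GFP of 10,000,000 plus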
WT yeast gro inh: growth inhibition of WT strain, primary screen, mitochondrial fusion inhibitor project, WT and mutant strains, chemical genetic. mitochondrial fusion phenotypic screen. inhibition, % at 10 µM. actives 2.1% (n = 190,000); in the data active = inhibition above about 58%; tested in S. cerevisiae
NTR1 agonist: agonists of NTR1, primary screen, imaging, U2OS cells, beta-arrestin-GFP, high content (AID 493036); actives 0.17% (n = 330,000); activation, % at 20 µM; NTR1-U2OS beta-arrestin-GFP spot imaging, agonist mode; Neurotensin receptor type 1 (Homo sapiens), P30989;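 active = activation at or above 40% of the spot to cytoplasm intensity ratio, with at least 20 cells analyzed; inconclusive = wells under 20 cells, flagged as cytotoxic or low count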;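 note: 0% = DMSO without peptide and 100% = 100 nM NTR1 peptide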
Target sequence (P30989 whole entry, looked up): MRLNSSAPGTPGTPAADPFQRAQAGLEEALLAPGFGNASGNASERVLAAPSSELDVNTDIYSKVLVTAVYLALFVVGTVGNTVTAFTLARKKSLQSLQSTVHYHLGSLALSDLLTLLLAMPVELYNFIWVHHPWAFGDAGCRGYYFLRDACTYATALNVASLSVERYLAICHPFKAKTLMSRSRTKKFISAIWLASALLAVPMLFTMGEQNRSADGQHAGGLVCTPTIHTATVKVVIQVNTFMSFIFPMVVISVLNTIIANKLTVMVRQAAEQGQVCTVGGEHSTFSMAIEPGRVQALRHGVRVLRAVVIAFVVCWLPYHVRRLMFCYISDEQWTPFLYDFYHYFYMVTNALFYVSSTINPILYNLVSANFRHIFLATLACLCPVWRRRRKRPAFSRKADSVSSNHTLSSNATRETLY
AID2073: inhibitors of Mint1-CaV2.2 protein interaction, biochemical, HTRF (AID 2073); Voltage-dependent N-type calcium channel subunit alpha-1B (Homo sapiens); HTRF protein-protein interaction, Mint1-CaV2.2; higher % means a stronger effect; inhibition, % at 20 µM; hits with a dose series show IC50 in µM; actives 0.19% (n = 290,000); in the data active = inhibition mostly above about 51%, no sharp cut-off; inconclusive = no clear call, values can overlap the other calls; inactive = mostly below about 53%; note: some results filed as inactive read as strong as hits
K1F lysis inhibition: inhibition of K1F phage lysis, E. coli UTI89, bacterial capsule biogenesis inhibitors, alamar blue (AID 488966) | actives 0.02% (n = 340,000) | E. coli UTI89 K1F phage lysis, alamar blue, 2 h; higher % means a stronger effect | inhibition, % at 100 µM, or IC50 in µM where a hit was titrated;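 active = phage lysis inhibition, versus mean bacterial control, above a set limit; inconclusive = no clear call, values can overlap the other calls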;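 note: capsule biogenesis inhibitors block K1F phage lysis so surviving cells raise fluorescence; higher fluorescence means more inhibition of phage lysis; actives were called in the ten point dose series up to 300 µM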
LYP phosphatase: inhibitors of LYP phosphatase, biochemical, fluorescence intensity, uHTS (AID 1779) | recombinant LYP phosphatase, fluorescence intensity; higher % means a stronger effect | inhibition, % at 11.5 µM, or IC50 in µM where a hit was titrated | actives 0.054% (n = 290,000); in the data active = inhibition above about 50%;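 note: plate controls were vehicle with enzyme for no effect and no enzyme for full effect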
NS5 inhibitors: Dengue-2 NS5 methyltransferase inhibitors, primary screen, biochemical, confirmation dose response (AID 588689). Dengue-2 NS5 methyltransferase capping enzyme assay, biochemical; higher % means a stronger effect. actives 0.3% (n = 340,000). one-dose inhibition, % at 25 µM; IC50 in µM for titrated hits; in the data active = a potency from the dose series; inconclusive = inhibition above about 29% without an active follow-up result
Autophagy mod: autophagy modulators in MEF cells, primary screen, imaging, high-content, MEF GFP-LC3 | calls only at 10 µM (by protocol) | MEF GFP-LC3 puncta imaging; test concentration mostly 10 µM | actives 0.98% (n = 190,000);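 active = percentage of spot-positive cells more than 3 SD above its plate mean, without a fluorescence outlier flag or 80% toxicity; inconclusive = no clear call, values can overlap the other calls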;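 note: spot-positive cell cutoff set from DMSO-treated cells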
WT yeast gro inh mutant strain: also measured in WT yeast gro inh; calls as there; inhibition, %; mitochondrial fusion phenotypic screen, mutant strain inhibition
Autophagy mod cell loss 18 h: also measured in Autophagy mod; calls as there; toxicity, %; measured here: cell loss, nuclei count;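 cell loss after 18 h compound exposure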
NTR1 agonist cell count 20 µM: second read-out of NTR1 agonist, no call of its own (marks repeat the call); cell count; measured here: cell count, cytotoxicity flag
NS5 inhibitors pilot replicate: also measured in NS5 inhibitors; calls as there; inhibition, %; measured here: pilot screen replicate inhibition
Numbers without * were called inactive; [ ] = dose if it differs, or a comment.

For O=C1c2ccccc2NC(c2ccccc2)N1/N=C/c1ccccc1 (centres undefined) the results were RSV antiviral HEp-2 0.4%, GPR35 antagonists -15%, WT yeast gro inh -3, NTR1 agonist 1.7, AID2073 19%, K1F lysis inhibition 0.0%, LYP phosphatase 0%, NS5 inhibitors -2%, Autophagy mod inactive, WT yeast gro inh mutant strain -11, Autophagy mod cell loss 18 h 17 and NTR1 agonist cell count 20 µM 39.
CC(C)CN(CC(C)C)S(=O)(=O)N1CCC(C(=O)NCCc2ccc(Cl)cc2)CC1 was read as RSV antiviral HEp-2 4.4%, GPR35 antagonists 32%, WT yeast gro inh 18, NTR1 agonist 1.3, AID2073 1%, K1F lysis inhibition -0.1%, LYP phosphatase 0%, NS5 inhibitors -2%, Autophagy mod inactive, WT yeast gro inh mutant strain 21, Autophagy mod cell loss 18 h -10 and NTR1 agonist cell count 20 µM 43.
COc1ccccc1NC(=S)N1CCCC1 was read as RSV antiviral HEp-2 0.3%, GPR35 antagonists -8%, WT yeast gro inh 0, NTR1 agonist -0.4, AID2073 -10%, K1F lysis inhibition 2.2%, LYP phosphatase -9%, NS5 inhibitors 7%, Autophagy mod inactive, WT yeast gro inh mutant strain 4, Autophagy mod cell loss 18 h -2 and NTR1 agonist cell count 20 µM 70.
CCOc1ccc(-n2c(N)c(C(=O)NCc3ccco3)sc2=S)cc1 was read as RSV antiviral HEp-2 5.2%, GPR35 antagonists 21%, WT yeast gro inh -10, NTR1 agonist -0.8, AID2073 -21%, K1F lysis inhibition 3.7%, LYP phosphatase 4%, NS5 inhibitors -2%, Autophagy mod inactive, WT yeast gro inh mutant strain -20, Autophagy mod cell loss 18 h 6 and NTR1 agonist cell count 20 µM 52.
Screening COc1ccc(C(=O)NC(=S)Nc2ccc(S(=O)(=O)Nc3cc(C)on3)cc2)cc1OC returned RSV antiviral HEp-2 2.9%, GPR35 antagonists -9%, NTR1 agonist 1.2, AID2073 -9%, K1F lysis inhibition 0.3%, LYP phosphatase -4%, NS5 inhibitors -9% and NTR1 agonist cell count 20 µM 64.
For COC(=O)C1CCN(C(=O)CN2C(=O)c3ccccc3S2(=O)=O)CC1 the results were RSV antiviral HEp-2 0.5%, NTR1 agonist -1.1, K1F lysis inhibition 0.8%[50 µM], NS5 inhibitors -1% and NTR1 agonist cell count 20 µM 53.
N#Cc1ccc(Oc2nc(C#N)cc(-c3ccccc3)n2)cc1 was read as RSV antiviral HEp-2 4.5%, GPR35 antagonists -8%, WT yeast gro inh -17, NTR1 agonist 6.9, AID2073 0%, K1F lysis inhibition 4.6%, LYP phosphatase -2%, NS5 inhibitors -5%, Autophagy mod inactive, WT yeast gro inh mutant strain -4, Autophagy mod cell loss 18 h 2 and NTR1 agonist cell count 20 µM 42.
`Cc1ccc(O)c(NC(=O)COc2cc(C)ccc2C)c1` gave RSV antiviral HEp-2 1.6%, GPR35 antagonists -6%, WT yeast gro inh -12, NTR1 agonist 0.0, AID2073 4%, K1F lysis inhibition 2.9%, LYP phosphatase 5%, NS5 inhibitors 3%, Autophagy mod inactive, WT yeast gro inh mutant strain 22, Autophagy mod cell loss 18 h 0 and NTR1 agonist cell count 20 µM 64.
Screening CC(Sc1nnc(NC2CCCCC2)s1)C(=O)N1CCOCC1 (centres undefined) returned RSV antiviral HEp-2 -2.7%, NTR1 agonist -0.6, K1F lysis inhibition 1.4%[50 µM], NS5 inhibitors 0% and NTR1 agonist cell count 20 µM 58.
For CCCOc1ccc(CCC(=O)N/N=C/c2ccc([N+](=O)[O-])o2)cc1 the results were GPR35 antagonists 0%, NTR1 agonist 0.7, AID2073 -2%, K1F lysis inhibition -0.7%, LYP phosphatase -2%, NS5 inhibitors 2% and NTR1 agonist cell count 20 µM 25.

The list goes on (2 carried over from the part before).
Screening CC(Sc1nnc(NC2CCCCC2)s1)C(=O)N1CCOCC1 (centres undefined) returned RSV antiviral HEp-2 -2.7%, NTR1 agonist -0.6, K1F lysis inhibition 1.4%[50 µM], NS5 inhibitors 0% and NTR1 agonist cell count 20 µM 58.
For CCCOc1ccc(CCC(=O)N/N=C/c2ccc([N+](=O)[O-])o2)cc1 the results were GPR35 antagonists 0%, NTR1 agonist 0.7, AID2073 -2%, K1F lysis inhibition -0.7%, LYP phosphatase -2%, NS5 inhibitors 2% and NTR1 agonist cell count 20 µM 25.
CCOC(=O)NC(Nc1ccc(S(N)(=O)=O)cc1)(C(=O)OCC)C(F)(F)F (centres undefined) was read as RSV antiviral HEp-2 3.8%, GPR35 antagonists 11%, WT yeast gro inh 22, NTR1 agonist 2.1, AID2073 11%, K1F lysis inhibition 1.1%, LYP phosphatase -2%, Autophagy mod inactive, WT yeast gro inh mutant strain 19, Autophagy mod cell loss 18 h -3 and NTR1 agonist cell count 20 µM 45.
O=C(Cc1ccccc1)NC1CCN(S(=O)(=O)c2cccc(F)c2)CC1 was read as RSV antiviral HEp-2 -0.2%, GPR35 antagonists 16%, WT yeast gro inh -6, NTR1 agonist -0.5, AID2073 -8%, K1F lysis inhibition 0.9%, LYP phosphatase -8%, NS5 inhibitors 4%, Autophagy mod inactive, WT yeast gro inh mutant strain -1, Autophagy mod cell loss 18 h -6 and NTR1 agonist cell count 20 µM 78.
`CN(C1CCCCC1)S(=O)(=O)c1ccccc1` gave RSV antiviral HEp-2 0.0%, GPR35 antagonists 6%, WT yeast gro inh 5, NTR1 agonist 2.3, AID2073 -4%, K1F lysis inhibition 0.5%, LYP phosphatase -7%, NS5 inhibitors 3%, Autophagy mod inactive, WT yeast gro inh mutant strain 5, Autophagy mod cell loss 18 h -2 and NTR1 agonist cell count 20 µM 57.
`CCCC(=O)C1=C(O)C(C(=O)OC)C(C)(C)CC1=Nc1ccc(C)cc1` (centres undefined) gave RSV antiviral HEp-2 -1.5%, GPR35 antagonists 5%, WT yeast gro inh -20, NTR1 agonist 1.7, AID2073 -12%, K1F lysis inhibition -1.0%, LYP phosphatase -2%, NS5 inhibitors -1%, Autophagy mod inactive, WT yeast gro inh mutant strain -7, Autophagy mod cell loss 18 h -4 and NTR1 agonist cell count 20 µM 39.
`COc1cc(COc2ccc3c(C)c(CC(=O)O)c(=O)oc3c2C)cc(OC)c1OC` gave RSV antiviral HEp-2 2.6%, GPR35 antagonists 9%, NTR1 agonist -0.7, AID2073 16%, K1F lysis inhibition 0.1%, LYP phosphatase -3%, NS5 inhibitors -1% and NTR1 agonist cell count 20 µM 68.
O=C(NC1CC1)C1=C[C@@H](c2csc3ccccc23)C[C@@H](OCc2ccc(CO)cc2)O1 was read as RSV antiviral HEp-2 6.3%, GPR35 antagonists 16%, WT yeast gro inh 11, NTR1 agonist 2.5, AID2073 -1%, K1F lysis inhibition 3.7%, LYP phosphatase -4%, NS5 inhibitors -7%, Autophagy mod inactive, WT yeast gro inh mutant strain 11, Autophagy mod cell loss 18 h 4 and NTR1 agonist cell count 20 µM 66.
O=C(CSc1ccccn1)N1CCN(c2ccc(Cl)cc2)CC1 was read as RSV antiviral HEp-2 9.5%, GPR35 antagonists -2%, WT yeast gro inh 19, NTR1 agonist 4.9, AID2073 -32%, K1F lysis inhibition -0.2%, LYP phosphatase -7%, NS5 inhibitors 3%, Autophagy mod inactive, WT yeast gro inh mutant strain 22, Autophagy mod cell loss 18 h 30, NTR1 agonist cell count 20 µM 92 and NS5 inhibitors pilot replicate 4.1.
O=C(CN(C(=O)CCC(=O)Nc1ccccn1)c1cccc(F)c1)NCc1ccc2c(c1)OCO2 was read as RSV antiviral HEp-2 0.5%, GPR35 antagonists -2%, NTR1 agonist -1.3, AID2073 -2%, K1F lysis inhibition 0.0%, LYP phosphatase -6%, NS5 inhibitors -12% and NTR1 agonist cell count 20 µM 45.
CCOC(=O)C(C(=O)Nc1ccccc1)C1CCCCC1 (centres undefined) was read as RSV antiviral HEp-2 0.6%, GPR35 antagonists -2%, WT yeast gro inh 8, NTR1 agonist -1.1, AID2073 2%, K1F lysis inhibition 0.4%, LYP phosphatase -6%, NS5 inhibitors -7%, Autophagy mod inactive, WT yeast gro inh mutant strain 1, Autophagy mod cell loss 18 h -1 and NTR1 agonist cell count 20 µM 84.
O=C(NCc1ccccc1Cl)C1CCCN(C(=O)Nc2ccc(F)cc2)C1 (centres undefined) was read as RSV antiviral HEp-2 1.1%, GPR35 antagonists -5%, NTR1 agonist -2.5, AID2073 -5%, K1F lysis inhibition -0.1%, LYP phosphatase -8%, NS5 inhibitors -2% and NTR1 agonist cell count 20 µM 54.
`Clc1nc(-c2ccccc2)c2ccccc2n1` gave RSV antiviral HEp-2 3.0%, GPR35 antagonists -2%, NTR1 agonist 0.7, AID2073 16%, K1F lysis inhibition 0.1%, LYP phosphatase -7%, NS5 inhibitors 1% and NTR1 agonist cell count 20 µM 70.
For Cn1c(Sc2ccc(Br)cc2)c(C=O)c2ccccc21 the results were RSV antiviral HEp-2 1.0%, GPR35 antagonists -3%, WT yeast gro inh 0, NTR1 agonist 3.9, AID2073 4%, K1F lysis inhibition 0.0%, LYP phosphatase -6%, NS5 inhibitors 4%, Autophagy mod inactive, WT yeast gro inh mutant strain 1, Autophagy mod cell loss 18 h 13 and NTR1 agonist cell count 20 µM 26.
Screening c1ccc(Nc2c(-c3ccco3)nc3ccccn23)cc1 returned RSV antiviral HEp-2 0.6%, GPR35 antagonists 3%, WT yeast gro inh 26, NTR1 agonist 6.5, AID2073 25%, K1F lysis inhibition 1.8%, LYP phosphatase 0%, NS5 inhibitors -3%, Autophagy mod inactive, WT yeast gro inh mutant strain 25, Autophagy mod cell loss 18 h -8 and NTR1 agonist cell count 20 µM 39.
Screening Cc1ccc(-n2c(SCC(=O)N3CC(=O)Nc4ccccc43)nc3ccccc3c2=O)cc1C returned RSV antiviral HEp-2 4.4%, GPR35 antagonists -4%, WT yeast gro inh -9, NTR1 agonist 4.1, AID2073 3%, K1F lysis inhibition 0.5%, LYP phosphatase 14%, NS5 inhibitors -8%, Autophagy mod inactive, WT yeast gro inh mutant strain -3, Autophagy mod cell loss 18 h 2 and NTR1 agonist cell count 20 µM 89.
Cc1cc(OCC(=O)Nc2ccccc2N2CCCCC2)ccc1C(C)C was read as RSV antiviral HEp-2 inconclusive, NTR1 agonist 8.3, K1F lysis inhibition 1.2%[50 µM], NS5 inhibitors 4% and NTR1 agonist cell count 20 µM 60.
